Screens: PubChem, several laboratories
CSM14.1 death rescue: rescue of cells from ER stress-induced death, primary screen, 384-well, CSM14.1, thapsigargin, ATP luminescence (AID 1222); 190,000 tested, under 10 active; cellular ATP content (survival), % at 20 µM; hits with a dose series show EC50 in µM; CSM14.1 thapsigargin-induced death rescue, ATP luminescence; higher % means a stronger effect;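 active = EC50 below 50 µM in the dose-response confirmation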;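 also: death triggered by thapsigargin at about 15 µM added after 2 h compound pretreatment; cell ATP read after overnight thapsigargin exposure of roughly 18 to 22 hours; normalized against plate controls of thapsigargin alone and 5% DMSO vehicle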
Salmonella PhoP GFP: inhibitors of PhoP regulon expression, primary screen, Salmonella Typhimurium, GFP reporter (AID 1863) | S. Typhimurium PhoP-regulated promoter GFP reporter, 4 h; higher % means a stronger effect | one-dose inhibition, % at 50 µM; IC50 in µM for titrated hits | hit rate 0.16% among 300,000;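 active = inhibition over 29.93%, a cutoff 3 SD above the screen mean, later confirmed by dose response; inconclusive = inhibition over 29.93% but no dose response follow-up; inactive = inhibition at most 29.93% or unconfirmed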;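 also: 0% = low Mg2+ inducing control and 100% = high Mg2+ repressing control; strong numbers were not always called active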
West Nile antiviral: West Nile virus antiviral activity, cell-based, CPE readout (AID 1621). hit rate 0.02% among 290,000. West Nile virus-infected cells, CPE inhibition; higher % means a stronger effect. CPE inhibition, % at 10 µM; hits with a dose series show IC50 in µM; in the data active = a potency from the dose series; inconclusive = CPE inhibition mostly from about 3.7% at the one dose, without a potency; inactive = the rest, 99 in 100 with CPE inhibition below about 2.2%; also: strong numbers were not always called active
PMI inhibitors: inhibitors of human PMI, primary screen, biochemical, fluorescence intensity, coupled assay (AID 1209). Mannose-6-phosphate isomerase (Homo sapiens). purified PMI enzyme, coupled fluorescence intensity; higher % means a stronger effect. inhibition, % at 20 µM; hits with a dose series show IC50 in µM. hit rate 0.42% among 190,000;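 also: plate controls were DMSO vehicle for no effect and wells lacking substrate for full effect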
RSV antiviral HEp-2: RSV antiviral activity via CPE protection, HEp-2 cells, primary 10 µM value included (AID 2391); hit rate 0.13% among 310,000; one-dose CPE inhibition, % at 10 µM; IC50 in µM for titrated hits; HEp-2 cells, RSV-induced CPE inhibition; higher % means a stronger effect; in the data active = a potency from the dose series; inconclusive = CPE inhibition mostly from about 23% at the one dose, without a potency; inactive = the rest, 99 in 100 with CPE inhibition below about 21%; also: strong numbers were not always called active
TNAP activation fold: human TNAP enzyme activators, primary screen, biochemical, luminescent, no phosphate acceptor, uHTS (AID 1001) | purified TNAP, luminescent activation assay, no phosphate acceptor; higher activation fold means a stronger effect | Alkaline phosphatase, tissue-nonspecific isozyme (Homo sapiens) | hit rate 0.03% among 200,000 | activation fold at 20 µM, or EC50 in µM where a hit was titrated; in the data active = activation fold from about 3, or a potency from the dose series; inactive = the rest, 99 in 100 with activation fold below about 1.6; also: many of its hits are not listed in these tables
SV40 large T antigen: SV40 large T antigen inhibitors, biochemical (AID 1903) | SV40 large T antigen ATPase/helicase inhibition assay; higher % means a stronger effect | hit rate 0.39% among 310,000 | inhibition, % at 20 µM; hits with a dose series show IC50 in µM; in the data active = a potency from the dose series; inconclusive = inhibition mostly from about 32% at the one dose, without a potency; inactive = the rest, 99 in 100 with inhibition below about 32%; also: strong numbers were not always called active
PMI inhibition: human PMI inhibitors, high substrate, primary screen, biochemical, fluorescence intensity, high mannose 6-phosphate (AID 1220); recombinant PMI enzyme, coupled fluorescence intensity; higher % means a stronger effect; inhibition, % at 20 µM, or IC50 in µM where a hit was titrated; hit rate 0.66% among 190,000
Ins promoter up: insulin promoter activators in MIN6 cells, imaging, high-content screening, mouse beta cells | MIN6 insulin promoter-GFP reporter; active compounds read high | z-score at 5 µM | hit rate 0.3% among 190,000 | AID 1625, 2009;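 active = z-score above 3 at 5 µM with at least 500 cells counted in the well; inconclusive = wells under 500 cells, flagged as cytotoxic or low count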
Ins promoter up cell count: also measured in Ins promoter up; calls as there; cell count; measured here: cytotoxicity, nuclei count;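 total cells summed across four imaged fields per well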
Active calls of the source: *; ? = inconclusive; . = not tested or not shown. Rule as the data show it, unless noted: active = inhibition above about 50%; inactive = the rest.

SMILES | CSM14.1 death rescue | Salmonella PhoP GFP | West Nile antiviral | PMI inhibitors | RSV antiviral HEp-2 | TNAP activation fold | SV40 large T antigen | PMI inhibition | Ins promoter up | Ins promoter up cell count
CCOC(=O)c1cc(-c2ccccc2)n(CCC(=O)N2CCN(c3ccccc3OC)CC2)c1C | 2.3% | 2.4% | 0.3% | 19.3% | 11.4% | 1.1 | 1.0% | 21.8% | 0.18 | 1180
Cc1nc([N+](=O)[O-])c(C(=O)OCc2ccccc2C#N)n1C | -0.7% | 7.1% | 0.0% | -1.6% | -0.9% | 1.2 | 27.9% | -3.0% | 0.56 | 1268
COC(=O)C1=C(C(=O)OC)[C@@H]2Nc3ccccc3[C@@]23C[C@@H](C(=O)OC)N(C(=O)c2cc(C)oc2C)C3=N1 | . | -10.8% | -0.3% | . | 1.8% | . | 18.2% | . | . | .
Cc1nn(CC(=O)Nc2ccc(F)cc2)c(=O)c2ccccc12 | . | 4.9% | -0.5% | . | 1.4% | . | -5.7% | . | . | .
Cc1nnc(SCC(=O)N2CCC(c3noc4ccc(F)cc34)CC2)s1 | -2.5% | -4.7% | -0.2% | 4.1% | 5.3% | 1.1 | 7.5% | -0.8% | . | .
COC(=O)c1sc2ncccc2c1OCc1c(Cl)cccc1Cl | -0.1% | -1.6% | 0.1% | 0.5% | 4.2% | 1.1 | 5.1% | 1.2% | -0.52 | 1530
CCCCOc1ccc(CSCCNC(=S)Nc2ccccc2)cc1 | -1.0% | -0.4% | -1.3% | 17.4% | 1.4% | 1.5 | 0.2% | 13.7% | -1.31 | 1018
CC(C)Oc1ccc(OCCn2c(S(=O)(=O)O)nc3c(N)ncnc32)cc1 | . | 6.8% | -0.3% | . | 4.2% | . | 1.0% | . | . | .
Cc1nc(NC(=O)CSc2nnc(Cn3nnc4ccccc43)n2C)sc1C | -2.3% | -7.1% | 0.1% | 6.0% | 1.4% | 1 | 4.3% | -5.9% | -0.21 | 1209
Cc1cccc(C(=O)OCC(=O)NC(C)CCc2ccccc2)c1O (centres undefined) | . | -1.8% | 0.0% | . | 2.9% | . | 5.5% | . | . | .
CCOC(=O)c1c(N)sc(C(N)=O)c1C | . | 3.8% | 0.2% | -5.6% | 3.8% | 1.1 | 10.4% | -3.6% | 0.64 | 1298
COc1ccc(C)cc1S(=O)(=O)NC(C)C(=O)Nc1ccc2c(c1)OCO2 (centres undefined) | . | -4.8% | -0.2% | . | 1.2% | . | 11.3% | . | . | .

Some of the entries so far, as a markdown table.
| structure | CSM14.1 death rescue | Salmonella PhoP GFP | West Nile antiviral | PMI inhibitors | RSV antiviral HEp-2 | TNAP activation fold | SV40 large T antigen | PMI inhibition | Ins promoter up | Ins promoter up cell count |
| --- | --- | --- | --- | --- | --- | --- | --- | --- | --- | --- |
| COC(=O)c1sc2ncccc2c1OCc1c(Cl)cccc1Cl | -0.1% | -1.6% | 0.1% | 0.5% | 4.2% | 1.1 | 5.1% | 1.2% | -0.52 | 1530 |
| CCCCOc1ccc(CSCCNC(=S)Nc2ccccc2)cc1 | -1.0% | -0.4% | -1.3% | 17.4% | 1.4% | 1.5 | 0.2% | 13.7% | -1.31 | 1018 |
| CC(C)Oc1ccc(OCCn2c(S(=O)(=O)O)nc3c(N)ncnc32)cc1 | . | 6.8% | -0.3% | . | 4.2% | . | 1.0% | . | . | . |
| Cc1nc(NC(=O)CSc2nnc(Cn3nnc4ccccc43)n2C)sc1C | -2.3% | -7.1% | 0.1% | 6.0% | 1.4% | 1 | 4.3% | -5.9% | -0.21 | 1209 |
| Cc1cccc(C(=O)OCC(=O)NC(C)CCc2ccccc2)c1O (centres undefined) | . | -1.8% | 0.0% | . | 2.9% | . | 5.5% | . | . | . |

Other compounds.
SMILES | CSM14.1 death rescue | Salmonella PhoP GFP | West Nile antiviral | PMI inhibitors | RSV antiviral HEp-2 | TNAP activation fold | SV40 large T antigen | PMI inhibition | Ins promoter up | Ins promoter up cell count
COc1cccc(OCC(O)CN2CCN(c3ccc(F)cc3)CC2)c1 (centres undefined) | . | 11.9% | -0.8% | . | 0.9% | . | 1.7% | . | . | .
CC(CCCC(C)(C)O)CC1C2=C(CCCC2=O)OC2=C1C(=O)CCC2 (centres undefined) | -2.1% | 2.3% | -0.1% | -14.8% | -0.7% | 1 | 4.0% | -10.5% | -0.18 | 1044
Cc1ccc(NC(=S)NCCc2ccc(Cl)cc2)c(C)c1 | . | 0.9% | -1.4% | . | 7.7% | . | 7.6% | . | . | .
Cc1ccc(N2CC(C(=O)Nc3ccc(S(=O)(=O)Nc4nccs4)cc3)CC2=O)cc1C (centres undefined) | . | 0.9% | -0.1% | . | 1.6% | . | 10.0% | . | . | .
CC(=O)c1ccc(N2CCN(S(=O)(=O)c3ccc(-c4cnc(C5CC5)o4)cc3)CC2)cc1 | . | -6.8% | 1.0% | . | ? | . | 7.8% | . | . | .
CC1=NN(C(C#N)c2c(C)nn(Cc3ccccc3)c2C)C(C)(C)C1 (centres undefined) | -0.4% | 4.3% | 0.9% | -19.3% | -0.5% | 1.1 | 3.2% | -13.0% | -0.2 | 1328
CCn1c(SCC(=O)Nc2ccc(C)cc2)nc2nc3c(cc2c1=O)COC(C)(C)C3 | . | -1.7% | 0.4% | . | 2.2% | . | 10.4% | . | -0.6 | 1225
Cc1onc(-c2c(Cl)cccc2Cl)c1C(=O)NCC1CCCO1 (centres undefined) | . | 4.4% | -0.1% | 13.1% | 1.4% | 1.1 | -3.5% | 10.4% | 0.25 | 1097
O=C(Cn1nnc(-c2ccccc2F)n1)NCCc1ccccc1 | -0.4% | -1.9% | 0.2% | -6.2% | 0.9% | 1 | 0.3% | -6.0% | -0.11 | 1041
CCc1ccccc1NC(=S)N(CCN(C)C)Cc1cccs1 | -1.0% | -5.0% | -1.7% | -6.9% | -1.2% | 1 | 7.4% | -6.1% | -0.18 | 1225
CC(C)C(C(=O)Nc1ccc(S(=O)(=O)N2CCOCC2)cc1)N1C(=O)c2ccccc2C1=O (centres undefined) | -1.9% | 4.3% | 0.4% | 8.7% | . | 1.1 | 14.4% | -5.1% | 1.65 | 756
COc1ccc(-c2n[nH]c(=S)n2-c2ccc3c(c2)OCCO3)cc1OC | -0.6% | -9.5% | 0.0% | -2.4% | 3.5% | 1.1 | 15.2% | 1.9% | -2.12 | 1470
CCCCCC(=O)N1CCCC(c2nc(-c3ccc(OC)cc3)no2)C1 (centres undefined) | 6.8% | 6.4% | -1.1% | -3.1% | 13.2% | 1 | 2.2% | 4.2% | -0.67 | 1485
O=C(COC(=O)c1ccc2c(=O)n3c(nc2c1)CCC3)Nc1ccc(OC(F)F)cc1 | 0.2% | 5.5% | 0.3% | 2.4% | 0.4% | 1.1 | 2.7% | 8.8% | -0.39 | 1285
COc1ccc(Cc2nnc(N/N=C/c3ccc(N(C)C)cc3)[nH]c2=O)cc1OC | . | -5.6% | 0.1% | . | 0.3% | . | 13.0% | . | 0.01 | 1358
COc1ccc(/C=N/NC(=O)Cn2c(Cc3ccc(OC)c(OC)c3)nc3ccccc32)cc1OC | -0.5% | 3.1% | -0.3% | 9.8% | 0.8% | 1 | 13.1% | 5.5% | -0.09 | 1510
Fc1cccc(NC(=S)N2CCCC2)c1 | 2.7% | 5.8% | 1.0% | 5.5% | 1.4% | 1.2 | 10.3% | -8.5% | . | .
O=C(c1ccco1)N1CCN(Cc2ccccc2F)CC1 | . | 6.8% | -0.2% | . | 1.0% | . | 0.6% | . | . | .
CC1CCCCN1CC(=O)Nc1ccc(Oc2ccccc2)cc1 (centres undefined) | -1.0% | 14.6% | -0.5% | -9.0% | -1.6% | 1.2 | 16.6% | -5.2% | . | .
Cc1oc(-c2cccc(F)c2)nc1CN1CCCN(C(=O)c2ccco2)CC1 | . | 1.9% | 0.0% | . | -0.3% | . | 9.8% | . | . | .
Cc1cc(C)c(-n2c(SCc3nc4ccccc4s3)n[nH]c2=O)c(C)c1 | . | 3.0% | -0.5% | . | 4.2% | . | 10.4% | . | . | .
COc1cc(NS(=O)(=O)c2ccc(NC(=S)NC(=O)c3sc4ccccc4c3Cl)cc2)nc(OC)n1 | 2.1% | -12.0% | -0.5% | 22.1% | 1.4% | 0.6 | 14.0% | -1.6% | 0.11 | 1448
COC(=O)C1=C(Cn2cnc3ccccc32)NC(=O)NC1c1cc(C)ccc1C (centres undefined) | 0.1% | 6.0% | 0.2% | 14.9% | 1.1% | 1 | 8.1% | 8.5% | 0.29 | 1286
COc1cc(C2NC(=O)NC(C)=C2C(=O)OC2CCCCC2)cc(Cl)c1O (centres undefined) | . | 8.7% | -1.4% | . | 3.9% | . | 4.0% | . | . | .
Cc1ccccc1-c1nc2sc(-c3ccccc3)cc2c(=O)o1 | -1.6% | -0.4% | 0.6% | 2.2% | 2.8% | 1.1 | -0.9% | -11.4% | . | .
CN(C)c1nc(N)nc(Cn2ccnc2)n1 | -2.4% | 32.0% | 0.4% | 10.9% | 0.6% | 1.1 | 18.5% | 11.5% | 0.4 | 1407
O=C(COC(=O)/C(=C/c1cccs1)c1cccs1)NC(c1ccccc1)c1ccccc1 | -0.7% | 1.0% | -1.9% | -0.5% | 11.6% | 1.1 | 16.5% | 13.9% | -0.15 | 1215
CCOc1ccc(Oc2ccc(-c3nnc(-c4ccccc4)o3)cc2[N+](=O)[O-])cc1 | -1.1% | 7.2% | . | -6.2% | 2.6% | 0.9 | 4.5% | 4.4% | -0.68 | 1641
CCOc1cc(/C=C(\C#N)c2[nH]nc(N)c2C#N)ccc1O | -0.9% | 18.9% | ? | 17.6% | 8.0% | 0.9 | 37.8% | 12.1% | -0.02 | 884
O=[N+]([O-])c1ccc(N2CCN(c3cccc(Cl)c3)CC2)nc1 | . | 7.6% | -0.4% | . | 1.5% | . | 4.7% | . | . | .
COc1ccc(C(=O)N[C@H](C(=O)OCC(=O)NC(=O)c2cccn2C)C(C)C)cc1 | -2.4% | -10.8% | -0.5% | 9.3% | 1.4% | 1.2 | 4.3% | -3.3% | 0.74 | 1423
COc1ccc(/C=C/C(=O)OCC(=O)NC(=O)NC(C)(C)C)cc1 | 0.5% | -7.5% | -0.6% | -2.3% | 5.7% | 1.1 | 10.3% | -4.1% | -0.87 | 1297
CCn1cc(CNC(=O)/C=C/c2ccc([N+](=O)[O-])cc2)cn1 | 1.6% | -3.1% | -0.1% | 6.5% | 3.2% | 1 | 19.8% | 2.8% | -0.17 | 1476
CCOc1ccccc1NC(=O)C(=O)CC(=O)c1cccc(OC)c1 | . | 6.7% | -1.3% | . | 1.5% | . | 1.5% | . | . | .
COc1cc(CN2CCN(C(=O)c3cccc4ccccc34)CC2)cc(OC)c1OC | . | 5.7% | -0.9% | . | 2.6% | . | 0.1% | . | . | .
C=CCNC(=O)c1csc(-c2ccccc2)n1 | 12.8% | 16.5% | -0.2% | 0.9% | -1.2% | 1 | 14.9% | 7.3% | 0.18 | 1495
COCCCn1c(SCC(=O)Nc2cccc(C(=O)OC)c2)nnc1-c1ccncc1 | 1.4% | -1.9% | -0.3% | 9.5% | 4.3% | 1 | -0.8% | 8.8% | -0.26 | 1270
